# Screens from PubChem.
# SUMO1 PPI mod: modulators of SUMO1 protein-protein interactions, primary screen, biochemical, uHTS. AID 602429, 2012. inhibition, % at 20 µM. SUMO1 binding to a labelled peptide, TR-FRET, 1 h. actives 0.33% (n = 360,000); in the data active means inhibition above about 37%
# Rpn11 inh: Rpn11 (PSMD14) deubiquitinase inhibitors, primary screen, biochemical, fluorescence polarization, uHTS. 26S proteasome non-ATPase regulatory subunit 14 (Homo sapiens), O00487. human 26S proteasome, Ub4-pepOG fluorescence polarization; 20S core pre-blocked with epoxomicin. calls only at 20 µM. actives 0.59% (n = 360,000). AID 588493, 2011;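 active means inhibition at 20 µM, scaled to each plate's controls, above about 33%, limit read from the data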
# Target sequence (O00487 whole entry, looked up): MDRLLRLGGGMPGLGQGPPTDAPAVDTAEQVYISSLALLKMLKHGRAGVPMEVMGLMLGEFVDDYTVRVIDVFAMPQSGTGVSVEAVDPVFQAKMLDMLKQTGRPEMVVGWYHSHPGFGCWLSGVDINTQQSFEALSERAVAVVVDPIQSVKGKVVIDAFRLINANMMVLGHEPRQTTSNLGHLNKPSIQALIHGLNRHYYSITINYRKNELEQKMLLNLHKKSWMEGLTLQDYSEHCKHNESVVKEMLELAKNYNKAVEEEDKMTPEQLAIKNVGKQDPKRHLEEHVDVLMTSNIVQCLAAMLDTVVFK
# Scp-1 inhibitor: Scp-1 phosphatase inhibitors, primary screen, biochemical, colorimetric, uHTS; Carboxy-terminal domain RNA polymerase II polypeptide A small phosphatase 1 (Homo …; Recombinant Scp1, phosphopeptide, malachite green phosphate absorbance; inhibition, % at 20 µM; actives 0.88% (n = 340,000);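 active means inhibition above about 50% at 20 µM, limit read from the data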;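 further: plate controls were DMSO wells with enzyme for no effect and wells lacking enzyme for full effect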
#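 assay system = SCP-1 phosphatase catalytic domain, residues 76-261 | buffer or medium = 50 mM Tris acetate pH 5.5, 0.005% Tween-20, 10 mM MgCl2 | incubation = enzyme reaction 45 min at room temperature, colour 5 min, stabilisation 30 min | signal = Phosphate-binding colour reagent, absorbance read at 630 nm | measure = % inhibition at 20 µM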
# NadD block: inhibitors of S. aureus NadD, primary screen, biochemical, colorimetric, uHTS | purified NadD enzyme, colorimetric absorbance read-out | actives 0.78% (n = 360,000) | AID 602399, 2012 | inhibition, % at 20 µM | Nicotinate-nucleotide adenylyltransferase NadD (Staphylococcus aureus N315); in the data active means inhibition above about 26%; further: some compounds past the cut are filed as inactive
# Rin1 Abl inh: inhibitors of Rin1-Abl protein binding, primary screen, biochemical, TR-FRET; Tyrosine-protein kinase ABL1 (Homo sapiens) + Ras and Rab interactor 1 (Homo sapiens), …; inhibition, % at 7.35 µM; actives 0.4% (n = 360,000); in the data active means inhibition above about 5%, passing the limit was not always enough
# Neddylation inh: inhibitors of cullin neddylation, primary screen, biochemical, TR-FRET, uHTS, NAE and Ubc12; actives 0.58% (n = 360,000); AID 651699, 2012; calls only at 25 µM; in the data active means inhibition above about 36%
# Target sequence (P61081 whole entry, looked up): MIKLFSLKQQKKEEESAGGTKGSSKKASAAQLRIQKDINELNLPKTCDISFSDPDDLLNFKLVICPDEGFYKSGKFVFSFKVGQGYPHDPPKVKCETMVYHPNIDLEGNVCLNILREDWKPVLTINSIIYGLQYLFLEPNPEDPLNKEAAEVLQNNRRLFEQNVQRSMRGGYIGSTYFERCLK
# Target sequence (Q13564 whole entry, looked up): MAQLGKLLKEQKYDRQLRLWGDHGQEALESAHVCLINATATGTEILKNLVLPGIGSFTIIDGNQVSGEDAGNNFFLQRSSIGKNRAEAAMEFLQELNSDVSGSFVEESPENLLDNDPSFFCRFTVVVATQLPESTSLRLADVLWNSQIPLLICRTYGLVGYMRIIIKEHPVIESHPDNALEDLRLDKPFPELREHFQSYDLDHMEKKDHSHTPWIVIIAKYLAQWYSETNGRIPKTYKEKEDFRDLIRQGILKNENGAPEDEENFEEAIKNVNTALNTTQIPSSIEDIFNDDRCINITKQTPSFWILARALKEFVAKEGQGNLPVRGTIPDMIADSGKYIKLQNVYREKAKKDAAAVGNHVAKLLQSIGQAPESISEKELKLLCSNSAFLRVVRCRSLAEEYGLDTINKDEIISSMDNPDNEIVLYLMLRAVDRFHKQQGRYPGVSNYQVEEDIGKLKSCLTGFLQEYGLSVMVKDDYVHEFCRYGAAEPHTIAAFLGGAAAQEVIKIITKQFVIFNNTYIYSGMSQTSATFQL
# DNMT1 inh: human DNMT1 methyltransferase inhibitors, primary screen, biochemical, molecular beacon, fluorescence, HinP1I cleavage, uHTS. DNA (cytosine-5)-methyltransferase 1 (Homo sapiens), P26358. inhibition (reported as % activation of signal), % at 10 µM. actives 0.83% (n = 360,000); in the data active means inhibition above about 50%
# CSN inh: inhibitors of CSN-mediated cullin deneddylation, primary screen, biochemical, fluorescence polarization, uHTS | COP9 signalosome complex subunit 5 (Homo sapiens), Q92905 | Purified CSN, SCF-Nedd8-OG deneddylation | inhibition, % at 12.5 µM | actives 0.38% (n = 360,000) | AID 651999, 2013;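 active means pattern-corrected inhibition above about 35%, with an unprinted fluorescence ratio check between 0.5 and 1.5, limit read from the data, passing the limit was not always enough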;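 further: 0% = enzyme with substrate and 100% = substrate without enzyme; some results filed as inactive read as strong as hits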
#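 Assay system: HEK293T-derived human Csn5 enzyme; quantity: 0.24 nM enzyme; medium: Tris/NaCl/DTT buffer, pH 7.5; also added: substrate SCFSkp2-Nedd8OG, 10 nM; doses: 12.5 µM compound; schedule: 90 min reaction at room temperature; signal: FP; read-out: % inhibition of substrate cleavage by Csn5; benchmarks: substrate-only high control, full reaction low control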
# LMPTP block: LMPTP phosphatase inhibitors, primary screen, biochemical, fluorescence intensity, uHTS; inhibition, % at 20 µM; recombinant LMPTP-A, OMFP fluorogenic substrate; actives 0.22% (n = 360,000); Low molecular weight phosphotyrosine protein phosphatase (Homo sapiens), P24666;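 active means compounds that cut the enzyme signal by at least half of the control window in the single-dose screen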;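 further: plate controls were DMSO wells with enzyme plus substrate for no effect and substrate without enzyme for full effect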
#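 material = LMPTP-A | quantity = 0.625 nM enzyme | reagent = OMFP substrate, 400 µM final | buffer or medium = Bis-Tris pH 6.0, DTT, detergent | detection = endpoint fluorescence intensity from OMFP dephosphorylation | dosing = single 20 µM dose | read-out basis = % inhibition relative to no-enzyme and uninhibited control wells | control set = no-enzyme and uninhibited controls | timing = 50 min at room temperature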
# STEP block: STEP phosphatase inhibitors, primary screen, biochemical, fluorescence intensity, uHTS. recombinant STEP, OMFP fluorogenic substrate. inhibition, % at 20 µM. actives 0.25% (n = 360,000). AID 588621, 2011;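 active means inhibition at 20 µM, scaled per plate between control wells, above about 37%, limit read from the data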;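 further: 0% = DMSO with enzyme and substrate and 100% = substrate only without enzyme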
#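 Assay system: isolated STEP enzyme / Timing: 20 min at room temperature, dark / Doses: 20 µM, 1% DMSO / Technique: fluorescence intensity, excitation 480 nm, emission 540 nm / Reagent: fluorogenic phosphatase substrate OMFP at 25 µM final / Measure: percent inhibition scaled to no-enzyme and uninhibited-enzyme controls, plate-pattern corrected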
# The depositor's hits bear a star; i = inactive; . = no result given.
SMILES,SUMO1 PPI mod,Rpn11 inh,Scp-1 inhibitor,NadD block,Rin1 Abl inh,Neddylation inh,DNMT1 inh,CSN inh,LMPTP block,STEP block
C[C@H]1C(c2ccc(F)cc2)=NN(c2ccccc2)[C@@H]1CO,0,i,-9,0,2,.,2,-1,1.6,0
CCOc1cc(/C=N/n2cnnc2)ccc1OS(=O)(=O)c1ccccc1,2,i,-7,-1,1,i,-3,10,-0.1,-4
CCN(CC)S(=O)(=O)c1ccc2c(c1)CC(C(=O)N1CCCC1)N2C(C)=O (centres undefined),-1,i,-4,-1,2,i,2,-7,-2.7,0
COc1ccc(C(=O)Nc2ccccc2)cc1S(=O)(=O)Nc1cc(C)on1,9,i,-8,0,2,i,10,-4,0.2,1
Cc1ccc(S(=O)(=O)NCCOCCNS(=O)(=O)c2ccc(C)cc2)cc1,2,i,-4,3,0,i,3,0,-1.5,0
O=C(NCCC(=O)N(Cc1ccco1)Cc1cccs1)c1ccc(Br)cc1,-16,i,-11,2,3,i,-2,-2,-6.8,-4
O=C(O)c1ccc(NCc2nc3ccccc3n2CCOc2ccccc2Cl)cc1,6,i,1,26,2,i,4,9,4.5,2
C=CCn1c(SCC(=O)NC2CCCC2)nnc1-c1ccccn1,0,i,2,-2,1,i,3,0,-0.6,-3
CC(C)(C)CN1CCNC(=O)C1CC(=O)N1CCN(c2ccccc2)CC1 (centres undefined),-3,i,-4,-3,-1,i,-6,7,-1.3,1
COCCN=c1scc(-c2cccs2)n1/N=C/c1ccc(O)c(O)c1O,-13,i,-1,23,13*,i,-28,1,13,0
COc1cc(OC)c(NC(=S)Nc2cc(Cl)cc(Cl)c2)cc1Cl,-3,i,-12,-4,0,i,-4,0,0.8,-6
Cc1ccc(CNC(=O)C2COc3ccccc3O2)cc1 (centres undefined),-1,i,-5,-8,2,i,2,-3,0.2,-2
Nc1nc(SCC(=O)c2cccs2)n[nH]1,2,i,12,-1,0,i,4,8,0.2,-2
Cc1ccc(Cl)c(OCC(=O)N(C)CC(=O)Nc2ccc(N3CCOCC3)cc2)c1,2,i,-6,1,-1,i,-1,1,-0.5,-1
N#CC1(Nc2ccc(Br)cc2)CCCC1,-4,i,-10,-2,1,i,2,1,-0.9,-2
Cc1ccsc1/C=N/N1CCN(C2c3ccccc3-c3ccccc32)CC1,-10,i,3,6,-4,i,-3,0,2.0,1
CC(C)C1Nc2ccc(S(=O)(=O)N3CCOCC3)cc2NC1=O (centres undefined),4,i,-4,-7,2,i,-1,3,7.7,-1
CC(=O)Oc1cc(C)cc2oc(=O)cc(-c3ccccc3)c12,-16,i,-4,-2,2,i,0,-2,-4.4,-1
O=C1c2ccccc2NC2(CCCC2)N1N=C1CCCC1,3,i,-2,-2,2,.,2,2,-1.5,1
Cc1ccc(SCCSc2ncccn2)cc1,3,i,-7,0,1,i,0,4,1.9,0
Cn1c(COc2ccc(Cl)cc2)nnc1SCC(=O)NC1CCCCC1,1,i,32,-2,-3,i,-9,-3,0.6,-1
Cc1[nH]n2c(=O)c3c(nc2c1-c1cccc2ccccc12)CCC3,-6,i,-6,12,-1,.,1,-5,-0.4,1
CCC(C)N(C(=O)COC(=O)c1ccc(=O)n(Cc2ccccc2)n1)C1CCS(=O)(=O)C1 (centres undefined),-6,i,-3,-1,4,i,0,3,-1.6,-2
COc1cc([C@H]2OC[C@H]3[C@@H]2CO[C@H]3c2ccc(O)c(OC)c2)ccc1O,6,i,-8,0,4,i,-6,1,-0.8,-1
CCOc1ccc(S(=O)(=O)NCC2CCCO2)cc1NC(=O)c1ccccc1F (centres undefined),-2,i,-9,0,-2,i,1,6,-1.8,0
CC(NC(=O)c1ccccc1F)C12CC3CC(CC(C3)C1)C2 (centres undefined),10,i,-9,0,1,i,-3,-3,-0.9,2
CC(C)Oc1cccc(C(=O)N/N=C/c2coc3ccccc3c2=O)c1,0,i,-7,4,-1,i,1,4,-1.6,-3
CC(C)OC(=O)c1ccc(N2CCN(c3ccccc3F)CC2)nc1,1,i,2,-1,-1,i,3,-1,2.8,2
O=C(N/N=C/c1ccc(O)cc1O)C(=O)N/N=C/c1ccc(O)cc1O,15,i,-7,11,6,i,1,8,13,-2
O=C(c1cccc(Cl)c1)C1CCCN(C(=O)c2ccc3c(c2)OCO3)C1 (centres undefined),1,i,-5,0,0,i,0,-3,0.1,-2
COC(=O)[C@]12CCCCC=C1N(Cc1ccc3c(c1)OCO3)C(=O)[C@H](CC(=O)NCC1CCCCC1)C2,5,.,.,.,.,i,.,-2,-0.6,.
COc1ccc(CN2C[C@@H](CO)O[C@@H](n3cnc4c(NCCO)ncnc43)C2)cc1,7,i,.,1,4,i,26,-5,-1.6,-1
Nc1nonc1C(=O)NCCNCc1ccccc1,0,i,4,-1,0,i,0,-3,-5.0,5
Cc1ccc(S(=O)(=O)N2[C@@H](c3ccccc3F)C(C(=O)O)=CC[C@H]2c2ccc(Cl)c(Cl)c2)cc1,11,i,-9,14,3,i,5,-1,1.1,2
Cn1cc(C(=O)c2ccc(F)cc2)cc1-c1nc2ccccc2n1C,4,i,5,-2,1,i,-2,1,0.2,1
COCCn1cnnc1SCC(=O)Nc1cccc(S(=O)(=O)N2CCCCC2)c1,2,i,5,1,0,i,-1,-4,-0.5,3
Cc1ccc(/C=N/NC(=O)c2cccnc2)s1,-4,i,2,-3,0,i,4,1,-2.2,2
COCc1ccc(C(=O)N2CCCC(N(C)CCc3ccccc3)C2)s1 (centres undefined),4,i,.,5,-6,i,2,-1,-0.5,3
CC(C)(C)/C=N/NC(=O)C1CC1,-2,i,-19,-1,-3,i,4,1,-0.3,1
Cc1ccc(S(=O)(=O)ON2C(=O)c3ccccc3C2=O)c(C)c1,0,i,-8,-3,-1,i,-26,3,-0.2,-4

# Reprinted at random: four records from the list
SMILES,SUMO1 PPI mod,Rpn11 inh,Scp-1 inhibitor,NadD block,Rin1 Abl inh,Neddylation inh,DNMT1 inh,CSN inh,LMPTP block,STEP block
Cc1ccc(S(=O)(=O)N2[C@@H](c3ccccc3F)C(C(=O)O)=CC[C@H]2c2ccc(Cl)c(Cl)c2)cc1,11,i,-9,14,3,i,5,-1,1.1,2
Cc1ccc(/C=N/NC(=O)c2cccnc2)s1,-4,i,2,-3,0,i,4,1,-2.2,2
Cn1c(COc2ccc(Cl)cc2)nnc1SCC(=O)NC1CCCCC1,1,i,32,-2,-3,i,-9,-3,0.6,-1
Nc1nonc1C(=O)NCCNCc1ccccc1,0,i,4,-1,0,i,0,-3,-5.0,5

# More records follow:
SMILES,SUMO1 PPI mod,Rpn11 inh,Scp-1 inhibitor,NadD block,Rin1 Abl inh,Neddylation inh,DNMT1 inh,CSN inh,LMPTP block,STEP block
Cc1ccc(OCCNC(=O)C2CC(=O)N(Cc3ccccc3)C2)cc1 (centres undefined),-5,i,-2,0,3,i,-1,-6,-8.2,-1
O=C(c1ccc(NC2=NC3CS(=O)(=O)CC3S2)cc1)N1CCN(c2ccccc2)CC1 (centres undefined),3,i,-5,-5,-1,i,4,-6,-1.1,-4
CCOc1ccc(N(CC(=O)NC2CCCC2)C(=O)Cn2nnc(-c3ccc(C)o3)n2)cc1,4,i,-6,-7,3,i,0,3,-1.0,-2
Cc1cc(C)n(-c2nc(-c3cccc(Cl)c3)cs2)n1,-2,i,-14,-1,1,i,-6,0,3.4,6
CCCCCCCCNC(=O)/C(C#N)=C/c1ccc(SC)cc1,-1,i,-14,9,0,i,3,-9,-0.5,1
O=C1CN(C(=O)CC2c3ccccc3-c3ccccc32)CC(=O)N1,2,i,4,-4,-1,i,-3,-4,-1.0,1
COc1ccc(-c2nc(=S)c3ccc4ccccc4c3[nH]2)cc1,-5,i,-4,-3,-3,i,6,-3,-2.2,-1
CN(C(=O)c1ccc(NC(=O)Cc2ccc([N+](=O)[O-])cc2)cc1)C1CCCC1,-18,i,-8,-2,1,i,-2,-6,-0.3,-3

# 6 structures already listed, arranged by count of non-hydrogen atoms, rising.
SMILES,SUMO1 PPI mod,Rpn11 inh,Scp-1 inhibitor,NadD block,Rin1 Abl inh,Neddylation inh,DNMT1 inh,CSN inh,LMPTP block,STEP block
COc1ccc(-c2nc(=S)c3ccc4ccccc4c3[nH]2)cc1,-5,i,-4,-3,-3,i,6,-3,-2.2,-1
O=C1CN(C(=O)CC2c3ccccc3-c3ccccc32)CC(=O)N1,2,i,4,-4,-1,i,-3,-4,-1.0,1
Cc1ccc(OCCNC(=O)C2CC(=O)N(Cc3ccccc3)C2)cc1 (centres undefined),-5,i,-2,0,3,i,-1,-6,-8.2,-1
CN(C(=O)c1ccc(NC(=O)Cc2ccc([N+](=O)[O-])cc2)cc1)C1CCCC1,-18,i,-8,-2,1,i,-2,-6,-0.3,-3
O=C(c1ccc(NC2=NC3CS(=O)(=O)CC3S2)cc1)N1CCN(c2ccccc2)CC1 (centres undefined),3,i,-5,-5,-1,i,4,-6,-1.1,-4
CCOc1ccc(N(CC(=O)NC2CCCC2)C(=O)Cn2nnc(-c3ccc(C)o3)n2)cc1,4,i,-6,-7,3,i,0,3,-1.0,-2
